Glioma ERSR ind: qHTS for Inducers of the Endoplasmic Reticulum Stress Response (ERSR) in Human Glioma: qHTS. actives 0.02% (n = 420,000). AID 602332, 2012. U87-MG GRP78 promoter luciferase reporter, 16 h. Potency, µM, for inactives: at the top dose activation, usual class: activators; also: potency is read from the fitted curve at half-maximal effect; series mostly up to about 76 µM; % of control where 0% means no effect; nearly all actives have a fitted effect of over 35% in size
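ERSR induction read as luciferase luminescence (Bright-Glo, 10 min at room temperature) in stably transfected human U87-MG glioma cells exposed to compounds for 16 h, using GRP78 as sensor.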
Vif-APOBEC3G blk: qHTS for Inhibitors of Vif-A3G Interactions: qHTS; DNA dC->dU-editing enzyme APOBEC-3G (Homo sapiens), Q9HC16; HeLa A3G-eYFP + Vif (tagged APOBEC3G with the HIV-1 protein that degrades it), YFP fluorescence, overnight; Potency, µM (series often up to 46.1 µM), inactives show at the highest dose activity, negative = active, hits mostly inhibitors; actives 0.076% (n = 410,000);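 also: potency is read from the fitted curve at half-maximal effect; % is scaled to controls: 0 for no effect and ±100 for the full control effect; nearly all actives have a fitted effect of over 60% in size; hits raise eYFP signal because A3G escapes Vif-driven loss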
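Read-out is eYFP fluorescence (Ex 488/Em 500-530) from Vif-expressing HeLa A3G-eYFP cells; more signal means A3G escaped Vif-mediated degradation. Cells plated overnight, compound pinned in, incubated overnight at 37 deg C.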
RXFP1 ag: qHTS Assay for Agonists of the Relaxin Receptor RXFP1 | actives 0.3% (n = 370,000) | Potency, µM (series often up to 57.5 µM), for inactives: top-dose activation, most hits filed as activators | HEK293T-RXFP1 cAMP TR-FRET, 30 min; response scale: percent of porcine relaxin response, buffer zero | AID 2676, 2010; also: potency is read from the fitted curve at half-maximal effect; % is scaled to controls: 0 for no effect and ±100 for the full control effect; nearly all actives have a fitted effect of over 60% in size; many of its hits are not listed in these tables
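Agonist response is measured as cAMP accumulation in an RXFP1-transfected HEK293T line under PDE4 inhibition. Values are scaled between buffer-only and 29 nM porcine relaxin, and EC50s come from standard Hill equation fits.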
D2 PAM: HTS Assay for Positive Allosteric Modulators of the Human D2 Dopamine Receptor: Primary Screen for Potentiators; HEK293 T-REx D2, calcium flux, EC20 dopamine potentiation; potentiation, % at 10 µM; D(2) dopamine receptor (Homo sapiens), P14416; actives 0.34% (n = 340,000); AID 485347, 2010;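 active = potentiation over 3 SD above the plate norm, cut at about 30% in these data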; also: 0% is about no effect
Target sequence (P14416 whole entry, looked up): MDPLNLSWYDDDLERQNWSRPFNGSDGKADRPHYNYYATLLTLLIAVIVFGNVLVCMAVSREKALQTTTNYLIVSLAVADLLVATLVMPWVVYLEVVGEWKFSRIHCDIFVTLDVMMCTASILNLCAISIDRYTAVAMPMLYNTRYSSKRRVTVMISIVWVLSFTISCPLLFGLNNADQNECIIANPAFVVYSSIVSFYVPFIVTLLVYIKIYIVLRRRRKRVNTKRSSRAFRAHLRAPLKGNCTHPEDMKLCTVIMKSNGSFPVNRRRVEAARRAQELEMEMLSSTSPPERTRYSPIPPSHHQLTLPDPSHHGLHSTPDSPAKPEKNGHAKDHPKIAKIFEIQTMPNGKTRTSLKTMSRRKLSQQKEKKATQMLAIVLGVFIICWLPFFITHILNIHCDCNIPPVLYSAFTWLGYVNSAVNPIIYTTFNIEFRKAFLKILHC
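Potentiation of an EC20 dopamine calcium response is measured in a force-coupled, tetracycline-inducible Hek293 Trex D2 line. Compound-only kinetic reads over 180 s flag agonists before dopamine addition.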
D1 potentiator: Potentiators of Human D1 Dopamine Receptor: qHTS; HEK293 TREx D1 cells, calcium flux, dopamine EC20 potentiation; actives 0.036% (n = 360,000); D(1A) dopamine receptor (Homo sapiens), P21728; AID 504651, 2011; potentiation, % at 10 µM; in the data active = potentiation above about 30%; also: 0% is about no effect
Target sequence (P21728 whole entry, looked up): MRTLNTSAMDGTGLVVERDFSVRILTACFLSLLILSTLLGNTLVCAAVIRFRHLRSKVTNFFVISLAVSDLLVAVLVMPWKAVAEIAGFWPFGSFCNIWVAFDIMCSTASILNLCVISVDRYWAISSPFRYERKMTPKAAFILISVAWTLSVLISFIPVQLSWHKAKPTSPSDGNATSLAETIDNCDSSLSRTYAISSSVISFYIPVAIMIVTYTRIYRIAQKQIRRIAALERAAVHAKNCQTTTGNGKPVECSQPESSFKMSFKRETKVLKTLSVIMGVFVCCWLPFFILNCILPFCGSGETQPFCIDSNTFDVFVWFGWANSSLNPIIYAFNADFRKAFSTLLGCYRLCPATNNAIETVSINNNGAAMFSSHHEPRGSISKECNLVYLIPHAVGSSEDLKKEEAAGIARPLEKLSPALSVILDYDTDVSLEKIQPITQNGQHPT
D1 ag: Allosteric Agonists of the Human D1 Dopamine Receptor: qHTS; HEK293 T-REx D1 cells, calcium flux, agonist mode; actives 1% (n = 360,000); activation, % at 2 µM; D(1A) dopamine receptor (Homo sapiens), P21728; in the data active = activation above about 30%; also: 0% is about no effect
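Inducible HEK293 T-REx D1 cells, force-coupled to calcium signalling, were plated at 4000 cells/well with tetracycline and held overnight at 30 C. After no-wash calcium dye loading, compound-evoked calcium rise over 180 s flagged agonists.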
RXFP1 antag: qHTS Assay for Antagonists of the Relaxin Receptor RXFP1; HEK293-RXFP1, relaxin-stimulated cAMP HTRF, 30 min; hits give low values; activity change, negative = inhibition, % at 57.5 µM; actives 0.59% (n = 350,000); AID 1259400, 2018;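 active = activity change of -60% or lower, but not beyond a set lower limit; inconclusive = change between -60% and -40%, or beyond the set limit; inactive = change above -40%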; also: % is scaled to controls: 0 for no effect and ±100 for the full control effect
Vif-A3F inh: qHTS for Inhibitors of Vif-A3F Interactions: qHTS; AID 602313, 2012; Potency, µM (highest dose often 46.1 µM), for inactives: at the highest dose activity, negative = active; actives 0.2% (n = 390,000); HeLa A3F-eYFP + Vif (tagged APOBEC3F with the HIV-1 protein that degrades it), YFP fluorescence increase; also: potency is read from the fitted curve at half-maximal effect; % of control where 0% means no effect; nearly all actives have a fitted effect of over 65% in size
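HeLa cells stably expressing A3F-eYFP plus Vif, plated and incubated overnight at 37 deg C, then exposed to compounds overnight at 37 deg C. Blocked degradation read as raised yellow fluorescence (Ex 488/Em 500-530).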
D1 antagonist: Antagonist of Human D 1 Dopamine Receptor: qHTS. actives 3.2% (n = 360,000). activity change, negative = inhibition, % at 10 µM. HEK293 TREx D1 cells, calcium flux, dopamine EC80; hits give low values; in the data active = activity change below about -30%; also: % is scaled to controls: 0 for no effect and ±100 for the full control effect
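Tetracycline-induced HEK293 Trex D1 cells, force-coupled to calcium, dye-loaded; compounds added and read 180 s, then EC80 dopamine added and calcium flux tracked kinetically another 180 s.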
Starred values were filed as active, the others as inactive; ? = inconclusive; · = no result given; & = joins results of further samples. Unless noted, calls follow the shape of the dose curve; as a rule, active = well fitted curve in the direction sought with a large enough effect; inconclusive = small, poorly fitted or top-dose-only effect, or another doubt; inactive = no such curve, though single readings can be large; an effect the other way counts as inactive or inconclusive. Only part of the results is shown, so the mix of outcomes need not match the whole.

Glioma ERSR ind	Vif-APOBEC3G blk	RXFP1 ag	D2 PAM	D1 potentiator	D1 ag	RXFP1 antag	Vif-A3F inh	D1 antagonist	Structure
-2%	-1%	3.5%	0	-3	3	-5	-2%	9	COc1ccc(-c2nnc(SCc3cc(C)ccc3C)n2N)cc1
0%	1%	-1.7%	4	4	1	-2	6%	-1	CCOC(=O)C1CCCN(C(=O)N2CCOCC2)C1 (stereo not given)
-1%	-6%	3.9%	2	-5	4	-17	0%	7	CCN(CC)CCN1C(=O)c2ccccc2NC1c1cccc(F)c1 (stereo not given)
-4%	-2%	1.6%	-9	-1	5	-5	2%	-9	O=C(c1ccco1)N1CCN(C(=O)c2ccccc2[N+](=O)[O-])CC1
-2%	-1%	-0.7%	-9	10	1	-29	-11%	0	COc1ccc(C(C(=O)NC2CCCC2)N(C(=O)c2ccco2)c2ccc3c(c2)OCO3)cc1OC (stereo not given)
-5%	5%	·	·	·	·	-6	-6%	·	COc1ccc(NC(=O)N(C)C[C@H]2OCc3cnnn3CCCC(=O)N([C@H](C)CO)C[C@@H]2C)cc1
1%	-1%	3.2%	-1	11	0	5	-2%	18	CCSc1nnc(NC(=O)Cc2cccc(OC)c2)s1
0%	-1%	·	·	·	·	-3	-2%	·	O=c1[nH]c2c(c(=O)n1-c1ccccc1)CCO2
4%	-2%	3.1%	14	-5	0	16	1%	1	CC1Cc2ccccc2N1C(=O)CSc1nnc(Cn2nnc3ccccc32)n1C (stereo not given)
-2%	4%	-0.8%	-8	0	5	-5	3%	16	CCOc1cccc(NC(=O)c2ccc(F)c(S(=O)(=O)N(CC)c3cccc(C)c3)c2)c1
1%	-9%	2.4%	3	5	5	-34	-24%	26	COC(=O)c1ccc(/C=N/N2CCN(Cc3ccccc3Cl)CC2)cc1
-4%	-4%	2.9%	-9	-7	0	-6	-9%	-8	COc1ccc(CCNC(=O)C2(C)CCC(=O)N2Cc2ccc(C)cc2)cc1OC (stereo not given)
-4%	0%	·	·	·	·	-7	-11%	·	Cc1c(NC(=O)c2ccc(S(=O)(=O)Nc3ccccc3F)cc2)c(=O)n(-c2ccccc2)n1C
-4%	-2%	0.7%	-5	2	1	13	-2%	-8	Cc1cc(=O)[nH]c2c1c(C)nn2C1CCCC1
1%	-3%	·	·	·	·	-17	-18%	·	CCOC(=O)c1c(-c2ccccc2)oc2cc(CN(C)C)c(O)c(CN(C)C)c12
-2%	1%	-1.2%	11	-5	1	14	0%	3	C/C(Nc1cccc(F)c1)=C(/C#N)C(N)=O
7%	-6%	-0.4%	-5	-4	4	-2	0%	-6	N#CCSc1nc(-c2ccccc2)cs1
2%	-4%	0.5%	8	0	3	3	-5%	1	CCOc1ccc(N2C(=O)Cc3ccccc3C2=O)cc1
-6%	0%	-0.6%	·	-4	2	3	-2%	2	CCOc1cccc(OCCOCCOc2ccccc2C(C)=O)c1
-1%	1%	0.8%	-4	3	5	-3	-3%	4	CCN1CCN(CCNC(=O)Cn2c(=O)c3cccn3c3ccc(F)cc32)CC1
0%	-7%	0.6%	-2	0	0	-3	7%	-1	O=S(=O)(Nc1cccc2[nH]ncc12)c1cccs1
-1%&-1%	4%&-1%	2.5%	-6	7	2	·	9%	7	CCCCCc1ccc(-c2cn(CN3C(=O)c4ccccc4C3=O)nn2)cc1
-4%	-1%	-0.2%	4	1	1	18	-24%	1	Cc1cccc(C(=O)Oc2csc(=S)n2C(=O)c2cccc(C)c2)c1
-4%	-1%	2.9%	5	1	4	-3	-6%	-10	COCCN1C(=O)Cc2c1nc(N)c1c(N)nc(N3CCN(c4ccc(F)cc4)CC3)c(C#N)c21
-5%	0%	-0.6%	-4	-3	1	-8	-11%	-2	COCCn1c(Cc2ccccc2)nnc1SCc1nc2ccccc2c(=O)[nH]1
-4%	0%	0.1%	-2	-6	35*	-5	2%	0	COC(=O)c1cccc(NC(=S)NCc2ccc(Cl)cc2)c1
5%	-1%	-1.3%	12	-2	0	-3	?	-12	Nc1nc(SCc2ccc(Cl)c(Cl)c2)n[nH]1
-1%	1%	3.7%	-4	0	-1	-5	2%	-17	COc1ccccc1N1CCN(c2ncc3c(n2)CCN(Cc2ccc(C)s2)C3)CC1
2%	5%	1.9%	-2	3	2	5	1%	0	COc1cccc(C2C(C#N)=C(N)Oc3c2oc(CO)cc3=O)c1OC (stereo not given)
-5%	0%	·	·	·	·	-14	-16%	·	CCc1ccc(N2CC(C(=O)OCC(=O)N(CC)c3c(N)n(Cc4ccccc4)c(=O)[nH]c3=O)CC2=O)cc1 (stereo not given)
-3%	0%	1.6%	1	-3	1	·	-6%	-3	COc1ccc(NC(=O)Cn2c(=O)oc3cc(S(=O)(=O)N4CCCC4)ccc32)cc1
-4%	-1%	5.5%	-17	-9	4	-10	2%	-38*	CCN(CC)CCCOc1ccc(C)cc1Br
1%	1%	4.9%	1	-1	4	·	3%	6	C/C=C/C(=O)N1CC2(CC(c3cccc(NC(=O)CC)c3)=NO2)C[C@H]1C(N)=O (stereo not given in full)
-3%	2%	0.4%	1	·	12	2	-3%	-2	COc1ccc(-c2cc(CCCC(=O)N3CCN(c4ccc(OC)cc4)CC3)no2)cc1
-5%	-1%	0.5%	4	-5	0	-11	-46%	8	CCOc1ccc(NC(=O)C2CCC(CNc3c(N4CCC(C)CC4)c(=O)c3=O)CC2)cc1 (stereo not given)
-6%	-5%	7.1%	6	1	2	1	-8%	1	O=C1NCCN1CCN1C(=O)c2ccccc2NC1c1ccccc1 (stereo not given)
0%	4%	·	·	·	·	-4	-3%	·	Nc1nc(Cl)cc(=O)n1Cc1ccc(Cl)cc1
3%	0%	29%	7	-5	-2	15	9%	28	O=C(N/N=C/c1ccc([N+](=O)[O-])cc1)c1cccnc1
3%	1%	1.5%	-12	-5	-1	-5	1%	-34*	O=C(CSc1ccccc1)N1CCN(c2ccccc2)CC1
0%	-5%	0.8%	·	0	0	·	3%	4	COc1cc(NC(=O)c2cc(Cl)ccc2Cl)ccc1NC(=O)c1cc2ccccc2o1

The last 2 entries of the part above open the next one.
Glioma ERSR ind	Vif-APOBEC3G blk	RXFP1 ag	D2 PAM	D1 potentiator	D1 ag	RXFP1 antag	Vif-A3F inh	D1 antagonist	Structure
3%	1%	1.5%	-12	-5	-1	-5	1%	-34*	O=C(CSc1ccccc1)N1CCN(c2ccccc2)CC1
0%	-5%	0.8%	·	0	0	·	3%	4	COc1cc(NC(=O)c2cc(Cl)ccc2Cl)ccc1NC(=O)c1cc2ccccc2o1
-6%	-4%	1.0%	·	·	·	-8	5%	·	O=c1c(Cl)c(N2CCN(S(=O)(=O)c3ccc(F)cc3)CC2)cnn1-c1cccc(Cl)c1
-1%	0%	3.6%	-2	-4	1	-7	-18%	-9	Cc1noc(C)c1NC(=O)NC(c1ccccc1)c1ccccc1
8%	-1%	0.1%	4	-6	3	3	4%	7	CC(C)CCn1cnc2c1c(=O)n(C)c(=O)n2C
-6%	-4%	0.2%	5	-2	0	-17	-7%	-3	COCCN(C(=O)COC(=O)c1ccc(C)s1)c1c(N)n(Cc2ccccc2)c(=O)[nH]c1=O
-4%	-1%	5.5%	2	5	1	1	-8%	-2	O=C(Nc1ccccc1C(F)(F)F)N1CCCC(O)C1 (stereo not given)
0%	0%	-2.8%	4	-5	1	-3	3%	11	COc1ccc(Oc2nc(-c3ccccn3)nc3ccccc23)cc1
-3%	1%	3.3%	-6	-2	-3	-3	-4%	5	Cc1ccc(C(=O)NC2CCSC2=O)cc1 (stereo not given)
1%	?	2.0%	-1	12	15	-1	?	-6	CCOc1ccc(Cn2c3ccc(OC)cc3c3nc4ccccc4nc32)cc1OC
1%	5%	2.0%	-1	-15	4	2	0%	-77*	COc1ccc(CN2CCC(Oc3cc(C(=O)NC4CC4)ccc3OC)CC2)c(O)c1

Part of the list above in order of count of non-hydrogen atoms, smallest number first:
Glioma ERSR ind	Vif-APOBEC3G blk	RXFP1 ag	D2 PAM	D1 potentiator	D1 ag	RXFP1 antag	Vif-A3F inh	D1 antagonist	Structure
7%	-6%	-0.4%	-5	-4	4	-2	0%	-6	N#CCSc1nc(-c2ccccc2)cs1
-2%	1%	-1.2%	11	-5	1	14	0%	3	C/C(Nc1cccc(F)c1)=C(/C#N)C(N)=O
8%	-1%	0.1%	4	-6	3	3	4%	7	CC(C)CCn1cnc2c1c(=O)n(C)c(=O)n2C
-4%	-1%	5.5%	2	5	1	1	-8%	-2	O=C(Nc1ccccc1C(F)(F)F)N1CCCC(O)C1 (stereo not given)
2%	-4%	0.5%	8	0	3	3	-5%	1	CCOc1ccc(N2C(=O)Cc3ccccc3C2=O)cc1
-4%	0%	0.1%	-2	-6	35*	-5	2%	0	COC(=O)c1cccc(NC(=S)NCc2ccc(Cl)cc2)c1
1%	1%	4.9%	1	-1	4	·	3%	6	C/C=C/C(=O)N1CC2(CC(c3cccc(NC(=O)CC)c3)=NO2)C[C@H]1C(N)=O (stereo not given in full)
-6%	-4%	1.0%	·	·	·	-8	5%	·	O=c1c(Cl)c(N2CCN(S(=O)(=O)c3ccc(F)cc3)CC2)cnn1-c1cccc(Cl)c1
-2%	4%	-0.8%	-8	0	5	-5	3%	16	CCOc1cccc(NC(=O)c2ccc(F)c(S(=O)(=O)N(CC)c3cccc(C)c3)c2)c1
-6%	-4%	0.2%	5	-2	0	-17	-7%	-3	COCCN(C(=O)COC(=O)c1ccc(C)s1)c1c(N)n(Cc2ccccc2)c(=O)[nH]c1=O
-4%	-1%	2.9%	5	1	4	-3	-6%	-10	COCCN1C(=O)Cc2c1nc(N)c1c(N)nc(N3CCN(c4ccc(F)cc4)CC3)c(C#N)c21
-5%	0%	·	·	·	·	-14	-16%	·	CCc1ccc(N2CC(C(=O)OCC(=O)N(CC)c3c(N)n(Cc4ccccc4)c(=O)[nH]c3=O)CC2=O)cc1 (stereo not given)

Compound activity as filed in PubChem BioAssay.
